Bioassay records: PubChem BioAssay, Broad Institute
PAX8 inh HTS: inhibitors of PAX8-driven TPO luciferase reporter, primary screen, RMG-I cells, single concentration. SteadyGlo, 24 h. inhibition, % at 12.6 µM. 360,000 compounds, 1.2% hits. AID 652154, 2013;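 active = mean replicate inhibition at least 60% with every replicate also reaching 60%; inconclusive = only one of the two criteria is met; inactive = mean below 60% and not all replicates reaching 60%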;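 note: luciferase light reporting Pax8 driven TPO promoter activity; plate controls were median of neutral control wells for no effect and mitoxantrone controls for full effect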
EWS-Fli inh: EWS/Fli-driven NR0B1 reporter inhibitors, primary screen, A673 cells, NR0B1 luciferase, luminescence, MLPCN library | viability-normalised | inhibition, % at 12.6 µM | 350,000 compounds, 0.67% hits | AID 651661, 2012;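 active = mean inhibition of at least 50% after viability correction, with every replicate also passing that limit; inconclusive = mean reaches 50% but only one of two replicates passes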;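 note: firefly luciferase signal divided by Alamar Blue viability fluorescence both relative to DMSO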
miR122 inh: miR-122 Renilla sensor signal increase in Huh7, primary screen, miR-122 inhibitor project, cell-based, single point, plate reader. activation (reporter increase), % at 12.5 µM. Huh7 miR-122 Renilla luciferase sensor, 48 h; neutral wells = 0, positive control = 100. AID 602342, 2012. 340,000 compounds, 0.3% hits;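 active = mean replicate activation score at least 90 and every replicate individually at or above 90; inconclusive = only one of the two criteria met; inactive = neither criterion met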;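 note: higher luciferase means less miR-122 activity so hits act as miR-122 inhibitors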
Casp6 inh: human caspase-6 inhibitors, primary screen, biochemical, VEID-R110 fluorescence, single point, set 2; inhibition, % at 12.5 µM; AID 686996, 2013; purified caspase-6, Z-VEID-R110 cleavage fluorescence; 350,000 compounds, 0.53% hits;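 active = mean inhibition across replicates at least about 35%, with every replicate also reaching that limit, limit read from the data; inconclusive = only one of the two criteria met; inactive = neither criterion met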;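 note: 0% = median of neutral control wells and 100% = no fluorescence left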
Target sequence (P55212 24-179 limits assumed): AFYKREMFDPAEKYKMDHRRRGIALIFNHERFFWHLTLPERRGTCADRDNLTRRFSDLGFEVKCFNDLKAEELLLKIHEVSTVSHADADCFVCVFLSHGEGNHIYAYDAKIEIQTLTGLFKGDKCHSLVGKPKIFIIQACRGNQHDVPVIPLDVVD
Target sequence (P55212 194-293 limits assumed): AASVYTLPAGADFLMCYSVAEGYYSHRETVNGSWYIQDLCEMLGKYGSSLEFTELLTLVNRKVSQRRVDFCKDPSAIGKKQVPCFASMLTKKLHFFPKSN
PGC1a acetyl inh: inhibitors of PGC1a acetylation signal, primary screen, cell-based, U2OS, AlphaScreen, inhibitor mode. AlphaScreen anti-acetyl-lysine; with virally co-expressed GCN5 acetyltransferase. inhibition, % at 15.6 µM. 350,000 compounds, 0.17% hits;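 active = every replicate shows inhibition of at least 40%; inconclusive = mean inhibition at least 40% but some replicate below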;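 note: 0% = neutral control wells and 100% = positive control wells; some results beyond the cut were filed as inactive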
Cneo AK release: Cryptococcus neoformans cell lysis inducers, primary screen, AK release luminescence, single concentration; 360,000 compounds, 0.2% hits; lysis activity, % at 15 µM; C. neoformans lysis, adenylate kinase release luminescence, 4 h; normalised: neutral wells 0, clomiphene wells 100;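 active = mean lysis activity across replicates of at least 80%, whatever share of replicates individually reach that level; inactive = mean lysis activity below 80%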
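Test system: log-phase Cryptococcus neoformans yeast cells. Input: 5 × 10^6 yeast cells/mL. Medium: fresh YPD growth medium. Doses: single dose. Incubation: static 4 h at 37 °C with compound, 1 h detection. Measured by: luminescent adenylate kinase detection reagent. Read-out: signal increase indicating cell lysis. Benchmarks: Clomiphene.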
FN deposition inh: inhibitors of fibronectin matrix deposition, primary screen, AH1F cells, Alexa488-fibronectin fluorescence, plate reader; AH1F fibroblasts, overnight; inhibition, % at 12.6 µM; 350,000 compounds, 0.086% hits;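 active = mean inhibition across replicates of 30% or more, regardless of how many single replicates reach that level; inconclusive = mean under 30% yet at least half of replicates reach 30%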;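 note: positive control wells lacked labelled fibronectin entirely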
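Schedule: 1 h cell adhesion before compound, then overnight fibronectin incubation; test system: AH1F fibroblast monolayer depositing Alexa488-labelled fibronectin into matrix; quantity: 10000 AH1F cells per well; probe or stimulus: fluorescent fibronectin at 24 nM final; signal: fluorescence, ex 485 nm, em 525 nm; evaluation: percent inhibition as loss of matrix-bound fibronectin fluorescence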
LGR2 inh: inhibitors of bursicon-induced LGR2 CRE-luciferase signal, primary screen, cell-based, HEK293, CRE-luciferase reporter, bursicon stimulation. bursicon-stimulated, 4 h. inhibition, % at 9.99 µM. 380,000 compounds, 0.35% hits. AID 720647, 2013;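 active = drop in luminescence signal, shown as inhibition above about 50% in the replicate tests, limit read from the data, passing the limit was not always enough; inconclusive = probably only some replicates passing the limit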;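 note: agonist challenge used bursicon conditioned medium at about half maximal strength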
* = called active by the depositor; ? = inconclusive; nt = not tested or not shown; [ ] = dose if it differs, or a comment.

The first three entries (preview)
compound	PAX8 inh HTS	EWS-Fli inh	miR122 inh	Casp6 inh	PGC1a acetyl inh	Cneo AK release	FN deposition inh	LGR2 inh
CC(C)COc1cccc(C(=O)NNC(=O)C2COc3ccccc3O2)c1 (configuration not stated)	-1	0	nt	5	nt	27	4	1
COc1c(Cl)cc(C(=O)Nc2ccccc2C(=O)O)cc1Cl	nt	nt	-3	nt	-9	-5	-3	nt
CCOc1ccc(-n2c(SCC(=O)OC)nc3sc4c(c3c2=O)CCN(C)C4)cc1	8	10	nt	-1	8	2	1	0

This part in full, repeating the preview:
compound	PAX8 inh HTS	EWS-Fli inh	miR122 inh	Casp6 inh	PGC1a acetyl inh	Cneo AK release	FN deposition inh	LGR2 inh
CC(C)COc1cccc(C(=O)NNC(=O)C2COc3ccccc3O2)c1 (configuration not stated)	-1	0	nt	5	nt	27	4	1
COc1c(Cl)cc(C(=O)Nc2ccccc2C(=O)O)cc1Cl	nt	nt	-3	nt	-9	-5	-3	nt
CCOc1ccc(-n2c(SCC(=O)OC)nc3sc4c(c3c2=O)CCN(C)C4)cc1	8	10	nt	-1	8	2	1	0
Cc1ccc(S(=O)(=O)N(C)C[C@H]2OCCCC[C@H](C)Oc3ccc(NC(=O)Nc4ccc(F)cc4)cc3C(=O)N([C@H](C)CO)C[C@@H]2C)cc1	33	7	-6[16.7 µM]	0	-23	-1	-2	2
COc1ccc(N2CCN(S(=O)(=O)CCNC(=O)/C=C/c3ccc4c(c3)OCO4)CC2)cc1	2	4	-3	2	15	-1	-1	-8
COc1ccc(NC(=O)c2ccc3c(=O)n(-c4ccc(OC)cc4OC)c(=S)[nH]c3c2)c(OC)c1	8	-6	nt	-4	-2	nt	-17	16
C[C@H]1CN([C@@H](C)CO)C(=O)c2cc(NS(=O)(=O)c3ccccc3)ccc2O[C@@H]1CN(C)C(=O)Nc1ccc2c(c1)OCO2	nt	3	7[16.7 µM]	2	-15	4	-1	0
O=S1(=O)CCO[C@H]2Cc3ccccc3[C@H]2N1Cc1ccccc1	-2	-5	5	1	nt	6	17	7
C[C@@H]1CCCCO[C@@H](CN(C)C(=O)Nc2ccccc2)[C@H](C)CN([C@H](C)CO)C(=O)c2cc(NS(=O)(=O)c3cn(C)cn3)ccc2O1	-12	-9	1[16.7 µM]	-1	-1	-2	-2	4
CS(=O)(=O)N(CC(=O)N1CCCC1)c1cccc(C(F)(F)F)c1	0	5	-7	-1	nt	0	5	4
CCC(=O)Nc1nnc(SCCOC)s1	8	nt	-2	nt	?	-2	-7	nt
CC(C)NC(=O)N(C)C[C@@H]1Oc2cc(-c3cccnc3)ccc2S(=O)(=O)N([C@@H](C)CO)C[C@@H]1C	nt	-9	-1[16.7 µM]	-1	-13	-4	-4	-17
COc1ccc(C(=O)NCc2nnc(SCC(=O)Nc3nc4ccccc4s3)o2)cc1OC	-27	nt	-2	nt	1	nt	7	8
COc1ccc(N2CCN(C(=O)C(=O)c3cc(OC)c4ccccc4c3)CC2)cc1	7	2	nt	3	nt	nt	4	-11
CN(Cc1ccco1)S(=O)(=O)c1csc(C(N)=O)c1	-1	-6	2	-1	8	2	12	-8
O=C(NCCN1CCOCC1)C(=O)NCC1OCCN1S(=O)(=O)c1ccc(Br)cc1 (configuration not stated)	-2	-3	-6	-5	nt	5	-3	1
Cc1cccc(NC(=S)NNc2cccc(Cl)c2)c1	17	10	nt	4	nt	13	-5	-12
O=C(c1sc2cc(F)ccc2c1Cl)N1CCN(c2ccccc2)CC1	54	-1	nt	-1	nt	nt	3	-5
C[C@H]1CN([C@@H](C)CO)C(=O)c2cccc(NC(=O)c3ccc(-c4nccs4)cc3)c2O[C@H]1CN(C)CC1CCCCC1	-5	6	34[16.7 µM]	0	10	0	nt	-7
O=C(c1ccc(OC2CCN(Cc3ccccn3)CC2)cc1)N1CCCC(O)C1 (configuration not stated)	23	-4	nt	1	0	nt	7	-1
COc1ccc(-c2ccc(F)cc2)cc1[C@H]1[C@H]2C=CC[C@@H](C)[C@@H]2C(=O)N1Cc1ccccc1	8	16	23	nt	-7	-1	10	12
COc1ccc(CCNC(=O)c2c(O)c3c([nH]c2=O)CCCC3)cc1	nt	nt	-2	nt	4	-2	10	nt
CC(=O)c1cccc(S(=O)(=O)NCCC(=O)Nc2ccc(S(N)(=O)=O)cc2)c1	2	-6	nt	7	nt	2	3	11
O=C(Cn1cccc1C(=O)c1ccccc1)NCCN1CCCCCC1	nt	nt	-6	nt	-3	-1	nt	1
NC(=O)c1ccc(NC(=O)COC(=O)CC2Sc3ccccc3NC2=O)cc1 (configuration not stated)	-9	-28	3	-1	4	1	0	-31
COC(=O)c1ccc(NC(=O)C23CCC(C)(C(=O)O2)C3(C)C)cc1 (configuration not stated)	nt	nt	2	nt	3	3	-13	nt
CO[C@@H]1CN(C)C(=O)c2ccc(NC(=O)C3CC3)cc2OC[C@H](C)N(C(=O)NC(C)C)C[C@@H]1C	1	2	nt	2	-6	3	-15	9
COc1ccc(C(=O)CN(CCC(=O)O)S(=O)(=O)c2ccc([N+](=O)[O-])cc2)cc1	-24	-7	-2	1	14	-4	-2	-15
CC(=O)OC(C=C(C)C)C/C(C)=C/COc1c2ccoc2cc2oc(=O)ccc12 (configuration not stated)	9	7	2	-2	6	0	5	3
COc1cc(/C=C\C(=O)Nc2cc(=O)n(C)c(=O)n2C)cc(OC)c1OC	6	-16	nt	2	-4	nt	nt	2

Additional entries:
mol	PAX8 inh HTS	EWS-Fli inh	miR122 inh	Casp6 inh	PGC1a acetyl inh	Cneo AK release	FN deposition inh	LGR2 inh
CO[C@H]1CN(C)C(=O)c2cc(NS(C)(=O)=O)ccc2OC[C@@H](C)N(C(=O)NC(C)C)C[C@@H]1C	-9	-3	-13[16.7 µM]	nt	9	-1	nt	-3
Cc1ccc(S(=O)(=O)N(C)C[C@@H]2Oc3ncc(C#CC4(O)CCCC4)cc3C(=O)N([C@H](C)CO)C[C@H]2C)cc1	nt	10	4[16.7 µM]	-2	-5	49	-4	-6
CCCCCOC(=O)C1=C(C)Nc2nnnn2C1c1ccccc1Cl (configuration not stated)	32	nt	-4	nt	-5	nt	-6	nt
CCCCn1c(=O)[nH]c(=O)c2c1nc(-c1cc(Cl)c(OC)c(OC)c1)n2C	-49	nt	nt	-2	nt	2	-1	24
COc1ccc(CN(C)C[C@H]2Oc3ccc(NS(=O)(=O)c4ccc(Cl)cc4)cc3C(=O)N([C@H](C)CO)C[C@@H]2C)cc1	5	6	4[16.7 µM]	2	1	2	-7	2
CC(=O)Nc1c2c(nn1-c1ccccc1)CS(=O)C2 (configuration not stated)	-5	nt	3	2	4	9	7	2
COc1ccc(CNC(=O)c2cccnc2)cc1	-17	8	0	-1	8	0	-2	3
CC(C)=CCC(C)(C)/C=N/NC(N)=O	5	-1	nt	-3	-20	-3	-6	1
N#Cc1ccc(CN2CCN(C(=O)CCNS(=O)(=O)c3ccc(F)c(Cl)c3)CC2)cc1	24	3	nt	-3	-5	3	-7	-2
CCCC#Cc1ccc2c(c1)O[C@H](CN(C)C(=O)CC1CC1)[C@@H](C)CN([C@H](C)CO)S2(=O)=O	nt	7	28[16.7 µM]	-2	0	-2	nt	-13
COc1ccc(S(=O)(=O)Nc2ccc3c(c2)C(=O)N([C@H](C)CO)C[C@@H](C)[C@H](CN(C)Cc2ccc(Cl)c(Cl)c2)OCCCC[C@H](C)O3)cc1	68*	29	-9[16.7 µM]	nt	31	30	nt	23
COc1ccc(-c2cccc(C(=O)Nc3ccccc3C)c2)cc1	-6	0	10	-4	2	2	0	-8
CCOC(=O)c1ccc(NC(=O)N2CCN(Cc3cccc(F)c3)CC2)cc1	nt	9	1	0	33	nt	nt	-4
C#CCOc1nc(C)cc(C)c1S(=O)(=O)c1ccccc1C	-14	-10	nt	-2	nt	nt	-7	-12
Cc1ccc(S(=O)(=O)N2C[C@@H](O)COC[C@H]3O[C@H](CC(=O)N[C@@H]4CCN(Cc5ccccc5)C4)CC[C@@H]32)cc1	4	-1	1[16.7 µM]	1	1	6	-14	-12
CCOC(=O)N1CCN(S(=O)(=O)c2ccc(C(=O)Nc3sc4c(c3C#N)CC(C)(C)NC4(C)C)cc2)CC1	-3	2	-4	1	nt	2	-2	0
O=C(NC1CCCCC1)N[C@@H]1C=C[C@H](CC(=O)N2CCOCC2)O[C@@H]1CO	nt	nt	nt	1	-6	0	nt	-5
CCN1CCN(C(=O)CSCc2nc(-c3ccc(OC)c(OC)c3)oc2C)CC1	2	-6	-4	-1	3	1	2	14
CCCC(=O)N1CCN(c2ccc(NC(=O)c3ccc(N4CCCC4)c([N+](=O)[O-])c3)cc2Cl)CC1	5	9	4	1	3	9	-2	30
Cc1sc(NC(=O)CSc2nnc(-c3ccccc3)o2)c(C#N)c1C	nt	nt	0	nt	-34	1	7	nt
CCCNC(=O)N(C)C[C@@H]1Oc2ncc(-c3ccccc3F)cc2C(=O)N([C@H](C)CO)C[C@@H]1C	-16	-182	19[16.7 µM]	2	16	-3	2	-14
Clc1cc(Cl)c(Cl)c(Cl)c1Cl	nt	-4	3	4	20	1	nt	-8
COC(=O)/C(C#N)=C/c1c(N2CCN(c3ccccc3)CC2)nc2ccccn2c1=O	-22	-25	-9	-1	7	1	-2	-27
CN1CCN(C(=S)C(=O)Nc2ccccc2)CC1	10	0	nt	-1	nt	nt	-2	13
C[C@@H]1CCCCO[C@@H](CN(C)C(=O)C2CCCCC2)[C@H](C)CN([C@@H](C)CO)C(=O)c2cc(NC(=O)Nc3ccc(F)cc3)ccc2O1	39	6	-18[16.7 µM]	1	4	3	nt	17

Laid out differently: entries from further up.
Each structure is followed by: PAX8 inh HTS, EWS-Fli inh, miR122 inh, Casp6 inh, PGC1a acetyl inh, Cneo AK release, FN deposition inh, LGR2 inh
CCCC(=O)N1CCN(c2ccc(NC(=O)c3ccc(N4CCCC4)c([N+](=O)[O-])c3)cc2Cl)CC1
    5, 9, 4, 1, 3, 9, -2, 30
C[C@@H]1CCCCO[C@@H](CN(C)C(=O)C2CCCCC2)[C@H](C)CN([C@@H](C)CO)C(=O)c2cc(NC(=O)Nc3ccc(F)cc3)ccc2O1
    39, 6, -18[16.7 µM], 1, 4, 3, nt, 17
